GSK3A inh = human GSK-3 alpha kinase inhibition. inhibition, % at 10 µM. AID 2650. P49840. hit rate 0.1% among 320,000. ADP-Glo luminescence, 60 min;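 in the data active = inhibition above about 50%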;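 also: GST-tagged GSK-3 alpha with peptide substrate and 25 µM ATP; 0% = DMSO neutral wells and 100% = GW8510 positive control wells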
Target sequence (P49840 whole entry, looked up): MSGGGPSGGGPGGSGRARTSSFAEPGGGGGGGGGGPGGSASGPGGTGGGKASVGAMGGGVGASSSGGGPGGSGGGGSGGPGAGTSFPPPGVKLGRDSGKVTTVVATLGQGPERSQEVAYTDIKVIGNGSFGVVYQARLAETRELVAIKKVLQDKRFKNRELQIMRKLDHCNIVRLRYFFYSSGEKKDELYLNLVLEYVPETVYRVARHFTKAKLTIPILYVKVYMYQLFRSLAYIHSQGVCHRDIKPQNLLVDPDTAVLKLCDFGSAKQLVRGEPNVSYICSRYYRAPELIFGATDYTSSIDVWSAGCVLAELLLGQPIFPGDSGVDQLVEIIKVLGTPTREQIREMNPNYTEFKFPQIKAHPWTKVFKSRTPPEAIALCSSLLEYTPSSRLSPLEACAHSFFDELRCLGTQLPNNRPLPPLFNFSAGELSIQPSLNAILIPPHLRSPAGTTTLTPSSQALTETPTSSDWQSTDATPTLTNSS
AI-2 QS mod = Vibrio harveyi AI-2 quorum sensing modulation | AID 2094 | Vibrio harveyi JMH597 AI-2 luminescence/OD600 ratio, 9 h; active compounds read low; strain lacks LuxN and CqsS sensors; 0 = neutral-control median | activity change, % at 7.5 µM | hit rate 0.4% among 300,000; in the data active = activity change below about -75%, passing the limit was not always enough;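 also: luminescence divided by OD600 gain over 9 h not by final OD600 alone; inactives centre near 13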
GSK3beta inhib = inhibitors of human GSK3beta kinase. P49841. activity score (negative = inhibition), % at 10 µM. AID 2097. hit rate 0.038% among 300,000. GST-GSK3beta kinase, ADP-Glo luminescence, 60 min; active compounds read low;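 active = more than half of replicate wells score below -50%, meaning over 50% inhibition versus plate controls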;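 also: 0% = median DMSO wells and -100% = median GW8510 positive control wells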
Target sequence (P49841 whole entry, looked up): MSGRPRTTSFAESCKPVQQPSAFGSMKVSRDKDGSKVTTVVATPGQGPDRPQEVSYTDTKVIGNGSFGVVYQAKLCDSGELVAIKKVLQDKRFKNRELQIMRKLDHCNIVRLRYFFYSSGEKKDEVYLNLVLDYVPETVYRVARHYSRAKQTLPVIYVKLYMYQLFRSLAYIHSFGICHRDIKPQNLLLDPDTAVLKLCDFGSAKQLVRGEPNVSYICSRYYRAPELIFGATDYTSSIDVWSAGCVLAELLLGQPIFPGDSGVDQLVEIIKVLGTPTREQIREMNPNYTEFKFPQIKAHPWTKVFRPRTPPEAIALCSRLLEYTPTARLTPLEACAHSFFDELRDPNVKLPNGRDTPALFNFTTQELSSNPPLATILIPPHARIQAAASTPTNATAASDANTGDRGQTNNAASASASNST
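Test system: GST-fused GSK3beta enzyme, cell-free | Quantity: 1.6 ng GST-GSK3beta enzyme per well | Reagent: 25 µM ATP with peptide substrate | Schedule: 60 min enzyme reaction, room temperature | Signal: Luminescent ADP-Glo measurement of ADP formed | Read-out basis: Score relative to plate controls | Control set: DMSO and 20 µM GW8510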
HSF1 inhib = HSF1 inhibition | NIH3T3-HGL HSE-luciferase, MG132-induced, luminescence 8 h; active compounds read low | activity change, negative = inhibition, % at 7.5 µM (by protocol) | hit rate 0.77% among 300,000;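 active = more than half of replicate wells show activity change below -50%, luminescence cut by over half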;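 also: luciferase reports HSF-1 transcriptional activity via heat shock element; 0% = median of DMSO wells and -100% = zero luminescence signal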
HSP90 refold inh = blocks HSP90-mediated luciferase refolding in reticulocyte lysate; Rabbit reticulocyte lysate, luciferase refolding luminescence, 3 h; inhibition, % at 5.6 µM; hit rate 0.91% among 290,000;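 active = inhibition above the screen-wide mean plus 3 SD, computed separately per campaign, cut at about 16% in these data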;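 also: 0% = DMSO wells and 100% = 60 µM geldanamycin wells; inhibitors lower the luminescence because luciferase stays unfolded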
aSyn UTR inh = MLPCN primary screen, SNCA 5' untranslated region; alpha-synuclein 5'UTR reporter, inhibitor activity; inhibition, % (tested at 7.5 µM); hit rate 0.82% among 300,000; AID 1813; in the data active = inhibition above about 60%;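 also: H4 neuroglioblastoma cells stably carrying SNCA 5'UTR luciferase fusion; 0% = DMSO wells and 100% = positive control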
PolyA inh = blocks polyadenylation in yeast reporter cells; S. cerevisiae SKY197-pL101 polyadenylation reporter, beta-gal luminescence; efflux-impaired pdr1/pdr3 knockout yeast; score 100 = 6 SD above DMSO; calls only at 12 µM; hit rate 0.02% among 300,000; AID 1875;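 active = lowest replicate activity score at least 50, where 100 means six control SD above control mean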;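 also: yeast exposed to compound for 9 h at 30 °C; higher score means more reporter readthrough which indicates perturbed polyadenylation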
IEC-6 tox = kills IEC-6 intestinal cells in KLF5 counter-screen. IEC-6 cytotoxicity, luminescence viability. inhibition, % at 5 µM. hit rate 0.78% among 290,000. AID 1825; in the data active = inhibition above about 22%;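 also: 0% = plate median of test compound wells and 100% = cytotoxic reference compound wells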
HSF-1 act = increases HSF-1 driven luciferase reporter signal | NIH3T3-HGL HSF-1 luciferase reporter, MG132, 8 h; 100% = twice DMSO control signal | activation, % at 9 µM | hit rate 1.7% among 300,000;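 active = mean replicate activation of at least 50% with a set share of replicates each reaching 50%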;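 also: 0% = median of the neutral control wells and 100% = twice that signal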
KLF5 inhibitor = inhibitors of KLF5 expression; hit rate 0.23% among 290,000; inhibition, % at 5 µM; DLD-1 KLF5 promoter-luciferase reporter, luminescence;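 active = inhibition above a per-plate limit of that plate's mean compound inhibition plus 3 SD, cut at about 60% in these data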;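 also: 0% = DMSO wells and 100% = LY294002 at 200 µM; higher means less KLF5 promoter-driven luciferase light; inactives centre near -14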
The depositor's hits bear a star. Not all compounds are listed (hit frequency here may not be typical).

Results for COc1ccc(OC)c(CN2CCN(S(=O)(=O)c3ccccc3)CC2)c1 ?
GSK3A inh: -1; AI-2 QS mod: 13; GSK3beta inhib: 1; HSF1 inhib: -3; aSyn UTR inh: 6; PolyA inh: inactive; HSF-1 act: 8

What do the screens show for `CN1CCN(CCCNC(=O)c2ccc3c(c2)N(Cc2ccccc2)CCS3)CC1`?
AI-2 QS mod: 11; GSK3beta inhib: -2; HSF1 inhib: 2; HSP90 refold inh: -3; aSyn UTR inh: -5; PolyA inh: inactive; IEC-6 tox: 0; HSF-1 act: 0; KLF5 inhibitor: 4

Results for CC(OC(=O)Cn1c(C(F)(F)F)nc2ccccc21)C(=O)N1CCCc2ccccc21 (stereo unspecified) ?
GSK3A inh: -3; HSP90 refold inh: 3; IEC-6 tox: 2; KLF5 inhibitor: -18

Results for CCCCc1cn(C[C@H]2CC[C@@H]([C@@H]3CC[C@H](Cn4cc(CCCC)nn4)O3)O2)nn1 ?
GSK3A inh: 1; AI-2 QS mod: 12; GSK3beta inhib: -1; HSF1 inhib: -2; HSP90 refold inh: -2; aSyn UTR inh: 20; PolyA inh: inactive; IEC-6 tox: 0; HSF-1 act: -8; KLF5 inhibitor: 12

What do the screens show for `O=C(N/N=C/c1ccoc1)c1ccc(Cl)cc1Cl`?
GSK3A inh: 1; AI-2 QS mod: 14; GSK3beta inhib: 1; HSF1 inhib: 4; HSP90 refold inh: -1; aSyn UTR inh: -1; PolyA inh: inactive; IEC-6 tox: -9; HSF-1 act: 6; KLF5 inhibitor: -52

How did O=C1NC2(CCCCC2)NN1c1ccccc1 do in these assays?
GSK3A inh: -1; AI-2 QS mod: 11; GSK3beta inhib: 1; HSF1 inhib: -12; HSP90 refold inh: -1; aSyn UTR inh: 9; PolyA inh: inactive; IEC-6 tox: 3; HSF-1 act: 8; KLF5 inhibitor: -11

Results for Cc1cccc2cc(C#N)c(NCc3ccccc3)nc12 ?
GSK3A inh: -4; AI-2 QS mod: 1; GSK3beta inhib: -2; HSF1 inhib: 1; HSP90 refold inh: 3; aSyn UTR inh: -76; PolyA inh: inactive; IEC-6 tox: 5; HSF-1 act: 5; KLF5 inhibitor: -20

How did Cc1cc(NC(=O)C2CC2)ncc1NC(=O)c1ccccn1 do in these assays?
GSK3A inh: -4; AI-2 QS mod: 23; GSK3beta inhib: -1; HSF1 inhib: 9; HSP90 refold inh: -1; aSyn UTR inh: -93; PolyA inh: inactive; IEC-6 tox: -1; HSF-1 act: 30; KLF5 inhibitor: -46

Results for Cc1ccc(CCC(=O)Nc2nccs2)o1 ?
GSK3A inh: -3; AI-2 QS mod: 21; GSK3beta inhib: -1; HSF1 inhib: -4; HSP90 refold inh: -1; aSyn UTR inh: 8; PolyA inh: inactive; IEC-6 tox: 1; HSF-1 act: 8; KLF5 inhibitor: 2

Results for CCN(CC)C(=O)c1[nH]cnc1C(=O)N[C@@H](CCCCNC(=O)OC(C)(C)C)C(=O)OC(C)(C)C ?
GSK3A inh: -1; AI-2 QS mod: 12; GSK3beta inhib: 4; HSF1 inhib: 1; HSP90 refold inh: 0; aSyn UTR inh: -13; PolyA inh: inactive; IEC-6 tox: 6; HSF-1 act: 27; KLF5 inhibitor: -18

What do the screens show for `CCNc1nc(-c2ccc(Cl)cc2)cs1`?
GSK3A inh: 3; AI-2 QS mod: 13; GSK3beta inhib: -7; HSF1 inhib: 24; HSP90 refold inh: 2; aSyn UTR inh: -169; PolyA inh: inactive; IEC-6 tox: 3; HSF-1 act: 0; KLF5 inhibitor: -139

What do the screens show for `COCCNC(=O)COc1coc(CN2CCN(Cc3ccccc3)CC2)cc1=O`?
GSK3A inh: 1; AI-2 QS mod: 12; GSK3beta inhib: -1; HSF1 inhib: -5; HSP90 refold inh: 1; aSyn UTR inh: 7; PolyA inh: inactive; IEC-6 tox: 0; HSF-1 act: -12; KLF5 inhibitor: -27

Results for COc1ccc2oc(-c3ccc(C)c(NC(=O)c4ccc(N5CCOCC5)c([N+](=O)[O-])c4)c3)nc2c1 ?
GSK3A inh: 4; AI-2 QS mod: 8; GSK3beta inhib: 0; HSF1 inhib: 45; HSP90 refold inh: -5; aSyn UTR inh: -95; PolyA inh: inactive; IEC-6 tox: -6; HSF-1 act: 81*; KLF5 inhibitor: -96

What do the screens show for `COc1cc(/C=N/NC(=O)c2ccc3nc[nH]c3c2)cc(OC)c1OC`?
GSK3A inh: 2; AI-2 QS mod: 16; GSK3beta inhib: -1; HSF1 inhib: 0; HSP90 refold inh: 3; aSyn UTR inh: -18; PolyA inh: inactive; IEC-6 tox: 0; HSF-1 act: -3; KLF5 inhibitor: -34

What do the screens show for `Cn1c(SCC(=O)Nc2ccc3c(c2)oc2ccccc23)nnc1-c1ccccc1`?
GSK3A inh: -2; AI-2 QS mod: 32; GSK3beta inhib: 1; HSF1 inhib: 2; HSP90 refold inh: -1; aSyn UTR inh: -38; PolyA inh: inactive; IEC-6 tox: -7; HSF-1 act: 1; KLF5 inhibitor: -31

What do the screens show for `O=C(NCCSCc1ccco1)c1ccc(CN2CCOCC2)cc1`?
GSK3A inh: 0; AI-2 QS mod: 14; GSK3beta inhib: -2; HSP90 refold inh: 4; aSyn UTR inh: -49; PolyA inh: inactive; IEC-6 tox: 0; KLF5 inhibitor: -35

How did COc1ccc(OCCCC(=O)Nc2nnc(C3CCCO3)s2)cc1 (stereo unspecified) do in these assays?
GSK3A inh: -3; AI-2 QS mod: 16; GSK3beta inhib: 1; HSF1 inhib: -5; HSP90 refold inh: 1; aSyn UTR inh: 0; PolyA inh: inactive; IEC-6 tox: -1; HSF-1 act: -7; KLF5 inhibitor: -32

What do the screens show for `COC(=O)CN1C(=S)N(C)C(=O)/C1=C/c1cccs1`?
GSK3A inh: -4; AI-2 QS mod: 13; GSK3beta inhib: -1; HSF1 inhib: 4; HSP90 refold inh: 0; aSyn UTR inh: -9; PolyA inh: inactive; IEC-6 tox: 7; HSF-1 act: 5; KLF5 inhibitor: -9

What do the screens show for `COc1ccc(/C=C/C(=O)O)cc1S(=O)(=O)N1CCC(Cc2ccccc2)CC1`?
GSK3A inh: -3; AI-2 QS mod: 18; GSK3beta inhib: 0; HSF1 inhib: 1; HSP90 refold inh: 3; aSyn UTR inh: -7; PolyA inh: inactive; IEC-6 tox: -4; HSF-1 act: -4; KLF5 inhibitor: -5

How did CC(=O)Nc1ccc(S(=O)(=O)NCc2cccnc2)cc1 do in these assays?
GSK3A inh: -2; AI-2 QS mod: 10; GSK3beta inhib: 2; HSF1 inhib: -4; HSP90 refold inh: 3; aSyn UTR inh: 0; PolyA inh: inactive; IEC-6 tox: 7; HSF-1 act: -24; KLF5 inhibitor: -33

What do the screens show for `Cc1cc(=O)oc(C)c1C(=O)Nc1cccnc1Cl`?
GSK3A inh: 1; AI-2 QS mod: 20; GSK3beta inhib: 0; HSF1 inhib: 1; HSP90 refold inh: 1; aSyn UTR inh: -3; PolyA inh: inactive; IEC-6 tox: 2; HSF-1 act: 26; KLF5 inhibitor: -10

What do the screens show for `C=CCc1ccccc1OCC(O)CN(CC)CC` (stereo unspecified)?
GSK3A inh: -3; AI-2 QS mod: 11; GSK3beta inhib: 0; HSF1 inhib: 6; HSP90 refold inh: 2; aSyn UTR inh: 13; PolyA inh: inactive; IEC-6 tox: -1; HSF-1 act: 31; KLF5 inhibitor: -11

Results for O=C(NNC(=O)C1CC=CCC1)c1ccccc1O (stereo unspecified) ?
GSK3A inh: 0; AI-2 QS mod: -9; GSK3beta inhib: 2; HSF1 inhib: -3; HSP90 refold inh: -3; aSyn UTR inh: -53; PolyA inh: inactive; IEC-6 tox: -1; HSF-1 act: 6; KLF5 inhibitor: -67

What do the screens show for `CC(C)CNC(=O)C1CCN(c2ccc(S(=O)(=O)N3CCOCC3)cc2)CC1`?
GSK3A inh: -1; AI-2 QS mod: 8; GSK3beta inhib: 1; HSF1 inhib: 0; HSP90 refold inh: 2; aSyn UTR inh: 6; PolyA inh: inactive; IEC-6 tox: -6; HSF-1 act: -8; KLF5 inhibitor: -13

Reprinted at random: two records from the list, in no set order.
What do the screens show for `CC(C)CNC(=O)C1CCN(c2ccc(S(=O)(=O)N3CCOCC3)cc2)CC1`?
GSK3A inh: -1; AI-2 QS mod: 8; GSK3beta inhib: 1; HSF1 inhib: 0; HSP90 refold inh: 2; aSyn UTR inh: 6; PolyA inh: inactive; IEC-6 tox: -6; HSF-1 act: -8; KLF5 inhibitor: -13

What do the screens show for `Cc1cc(=O)oc(C)c1C(=O)Nc1cccnc1Cl`?
GSK3A inh: 1; AI-2 QS mod: 20; GSK3beta inhib: 0; HSF1 inhib: 1; HSP90 refold inh: 1; aSyn UTR inh: -3; PolyA inh: inactive; IEC-6 tox: 2; HSF-1 act: 26; KLF5 inhibitor: -10

The list goes on.
How did CCN(CC)S(=O)(=O)c1cc(NC(=O)[C@@H](NC(N)=O)C(C)C)ccc1C do in these assays?
GSK3A inh: 6; AI-2 QS mod: -6; GSK3beta inhib: 0; HSF1 inhib: 2; HSP90 refold inh: -1; aSyn UTR inh: -9; PolyA inh: inactive; IEC-6 tox: 1; HSF-1 act: 6; KLF5 inhibitor: -21

How did CCC1=NN2C(=N)/C(=C/c3ccc(OS(=O)(=O)c4ccccc4)c(OC)c3)C(=O)N=C2S1 do in these assays?
GSK3A inh: -2; AI-2 QS mod: 53; GSK3beta inhib: 5; HSF1 inhib: 11; HSP90 refold inh: -1; aSyn UTR inh: -33; PolyA inh: inactive; IEC-6 tox: -2; HSF-1 act: 25; KLF5 inhibitor: -6

What do the screens show for `CCOc1cc(C(=O)OC(C)C(=O)Nc2ccc(S(N)(=O)=O)cc2)ccc1OCC(=O)N1CCOCC1` (stereo unspecified)?
GSK3A inh: 0; AI-2 QS mod: 27; GSK3beta inhib: 4; HSF1 inhib: -6; aSyn UTR inh: -4; PolyA inh: inactive; HSF-1 act: -12

What do the screens show for `COC(=O)C(NC(=O)CN1C(=O)c2ccccc2C1=O)c1ccc(O)c(OC)c1` (stereo unspecified)?
GSK3A inh: -3; AI-2 QS mod: -9; GSK3beta inhib: 0; HSF1 inhib: -3; HSP90 refold inh: 2; aSyn UTR inh: -10; PolyA inh: inactive; IEC-6 tox: 0; HSF-1 act: 10; KLF5 inhibitor: -37

What do the screens show for `Cc1ccc(/S(C)=N/S(=O)(=O)c2ccc(C)cc2)cc1` (stereo unspecified)?
GSK3A inh: -4; AI-2 QS mod: 3; GSK3beta inhib: 1; HSF1 inhib: -10; HSP90 refold inh: -3; aSyn UTR inh: 12; PolyA inh: inactive; IEC-6 tox: -8; HSF-1 act: -7; KLF5 inhibitor: -33

How did COC(=O)C1(CCSC)NC(c2ccccc2F)C2C(=O)N(c3ccc4c(c3)OCCO4)C(=O)C21 (stereo unspecified) do in these assays?
GSK3A inh: -11; AI-2 QS mod: -27; GSK3beta inhib: -1; HSF1 inhib: 0; HSP90 refold inh: -4; aSyn UTR inh: -14; PolyA inh: inactive; IEC-6 tox: -8; HSF-1 act: 5; KLF5 inhibitor: 7
